All columns: NCI-60 one-dose screen, growth in % after 48 h at 10 µM unless noted; 100 = growth as untreated, 0 = no growth, -100 = all killed.
SN12C – SN12C renal cancer cells | 3.8% of 81,000 active
SK-OV-3 – SK-OV-3 ovarian cancer cells; 3.2% of 80,000 active
ACHN – ACHN renal cancer. 4.9% of 81,000 active. AID 1794771
IGROV1 – IGROV1 ovarian cancer. 4.7% of 79,000 active
786-0 – 786-0 renal cancer cells; 5.1% of 81,000 active; AID 1794775
RXF 393 – RXF 393 renal cancer cells. 6.9% of 77,000 active
UO-31 – UO-31 renal cancer; 5.2% of 81,000 active
TK-10 – TK-10 renal cancer cells. 3.9% of 81,000 active
* = called active by the depositor; nt = no result given; & = joins results of further samples. How the source made its calls: active means growth percent below 10; inactive means the rest. A portion of the library; rates above refer to the full screens.

Letter code: A = SN12C; B = SK-OV-3; C = ACHN; D = IGROV1; E = 786-0; F = RXF 393; G = UO-31; H = TK-10
1	Cc1cc(N(CCCl)CCCl)ccc1C=Nc1ccc(-c2csc(Cc3ccccc3)n2)cc1
  A = 49; B = 56; C = 51; D = 62; E = 51; F = 84; G = 31; H = 85
2	CC12CCC3C(C=CC45CC(O)CCC34C5)C1CCC2OC1CCCCO1 (stereo not drawn)
  A = 91; B = 110; C = 99; D = 107; E = 106; F = 110; G = 113; H = 109
3	CC(=O)c1ccc(Br)cc1
  A = 96; B = 103; C = 97; D = 97; E = 95; F = 89; G = 86; H = 109
4	COc1ccc2c(c1)c(C1(O)CC(CSC#N)OC1=O)cn2C(=O)c1ccc(Cl)cc1 (stereo not drawn)
  A = 94; B = 109; C = 94; D = 77; E = 102; F = 114; G = 78; H = 103
5	c1ccc2nc(OCCN3CC3)ccc2c1
  A = 80; B = 97; C = 88; D = 35; E = 84; F = 59; G = 59; H = 108
6	O=C(Nc1ccc(Cl)cc1)N1CC1
  A = 99&112; B = 103&110; C = 101&105; D = 110&116; E = 92&102; F = 110&117; G = 89&102; H = 109&104
7	CC(NC(=O)CCl)C(=O)O (stereo not drawn)
  A = 100; B = 111; C = 110; D = 114; E = 105; F = 119; G = 97; H = 105
8	COc1ccc(C(=O)/C=C/c2sc(N(CCCl)CCCl)nc2Cl)cc1
  A = 92; B = 96; C = 104; D = 105; E = 101; F = 109; G = 81; H = 123
9	C[C@]12CC[C@H](O)CC1=CC[C@@H]1[C@@H]2CC[C@]2(C)C(=O)CC[C@@H]12
  A = 106; B = 116; C = 108; D = 81; E = 93; F = 110; G = 81; H = 96
10	CCOC(=O)C1=C(Nc2ccccc2)C(=O)OC12C(=O)Nc1ccccc12 (stereo not drawn)
  A = 110; B = 104; C = 107; D = 102; E = 108; F = 119; G = 73; H = 137
11	CCOC1=CC(=O)O[C@]2(CC[C@@]3(C)[C@@H](CC[C@@H]4[C@@H]3CC[C@]3(C)[C@@H](OC(C)=O)CC[C@@H]43)C2)C1
  A = 84; B = 89; C = 73; D = 88; E = 88; F = 93; G = 72; H = 90
12	COC(=O)CCn1c(-c2ccc(-n3cc(-c4ccc(O[C@H]5O[C@@H]6OC7(C)CC[C@H]8[C@H](C)CC[C@@H]([C@H]5C)[C@@]68OO7)cc4)nn3)cc2)nc2ccccc21
  A = 16; B = 33; C = 8.2*; D = 22; E = 32; F = 37; G = 6.5*; H = 30
13	CC1CC(NCCO)CC(C)(C)C1 (stereo not drawn)
  A = 105; B = 100; C = 100; D = 85; E = 108; F = 110; G = 92; H = 101
14	Cc1cc([N+](=O)[O-])cc([N+](=O)[O-])c1OC(=O)N(C)C
  A = 103; B = 99; C = 110; D = 111; E = 98; F = 97; G = 100; H = nt
15	Nc1cccc(Cl)c1
  A = 103; B = 96; C = 94; D = 88; E = 105; F = nt; G = 41; H = 89
16	CCC1(CC(C)C)C(=O)NC(=S)NC1=O
  A = 101&109; B = 111&110; C = 105&103; D = 116&106; E = 104&118; F = 114&115; G = 99&89; H = 100&111
17	CCOP(=S)(NN=C1CCCC1)OCC
  A = 108; B = 97; C = 111; D = 99; E = 98; F = 115; G = 79; H = 95
18	C[C@@H]1C[C@@H]2[C@H](CC[C@]3(C)[C@@H](O)CC[C@@H]23)[C@@]2(C)CC[C@H](O)C[C@H]12
  A = 105; B = 109; C = nt; D = 114; E = 107; F = 95; G = 93; H = 97
19	Cc1[se]c2ccccc2[n+]1C
  A = 99; B = 117; C = 100; D = 107; E = 120; F = 102; G = 88; H = 110
20	CCOC(=O)CC(NCCN1CC1)C(=O)OCC (stereo not drawn)
  A = 104; B = 110; C = 102; D = 113; E = 107; F = 115; G = 80; H = 113
21	Nc1ccc([N+](=O)[O-])cc1N
  A = 95; B = 108; C = 112; D = 96; E = 120; F = 132; G = 84; H = 104
22	CC1(CCO)C(=O)NC(=S)NC1=O
  A = 105; B = 104; C = 112; D = 120; E = 106; F = 116; G = 94; H = 121
23	O=C(/C=C/c1ccc([N+](=O)[O-])cc1)Nc1cccc(S(=O)(=O)F)c1
  A = 100; B = 103; C = 103; D = 105; E = 102; F = 105; G = 81; H = 115
24	COc1ccc(CC(N)c2ccc(OC)c(OC)c2)cc1OC (stereo not drawn)
  A = 98; B = 101; C = 98; D = 103; E = 99; F = 106; G = 85; H = 90
25	CC1C(=O)OC2CCN3CC4OC4(COC(=O)C(C)(O)C1(C)O)C23 (stereo not drawn)
  A = 97; B = 108; C = 109; D = 103; E = 100; F = 111; G = 70; H = 107

Gathered by group, the compounds so far with an aryl methoxy group (three)
Letter code: A = SN12C; B = SK-OV-3; C = ACHN; D = IGROV1; E = 786-0; F = RXF 393; G = UO-31; H = TK-10
4	COc1ccc2c(c1)c(C1(O)CC(CSC#N)OC1=O)cn2C(=O)c1ccc(Cl)cc1 (stereo not drawn)
  A = 94; B = 109; C = 94; D = 77; E = 102; F = 114; G = 78; H = 103
8	COc1ccc(C(=O)/C=C/c2sc(N(CCCl)CCCl)nc2Cl)cc1
  A = 92; B = 96; C = 104; D = 105; E = 101; F = 109; G = 81; H = 123
24	COc1ccc(CC(N)c2ccc(OC)c(OC)c2)cc1OC (stereo not drawn)
  A = 98; B = 101; C = 98; D = 103; E = 99; F = 106; G = 85; H = 90

Quoted at random: two entries already listed, in no set order.
Letter code: A = SN12C; B = SK-OV-3; C = ACHN; D = IGROV1; E = 786-0; F = RXF 393; G = UO-31; H = TK-10
20	CCOC(=O)CC(NCCN1CC1)C(=O)OCC (stereo not drawn)
  A = 104; B = 110; C = 102; D = 113; E = 107; F = 115; G = 80; H = 113
23	O=C(/C=C/c1ccc([N+](=O)[O-])cc1)Nc1cccc(S(=O)(=O)F)c1
  A = 100; B = 103; C = 103; D = 105; E = 102; F = 105; G = 81; H = 115

Next results follow.
Letter code: A = SN12C; B = SK-OV-3; C = ACHN; D = IGROV1; E = 786-0; F = RXF 393; G = UO-31; H = TK-10
26	COC1=C(C)C(=O)C2=C(C1=O)C(CO)N1C(C#N)C3CC4C(C1C2N1CCOC41)N3C (stereo not drawn)
  A = 20; B = 42; C = -9.0*; D = nt; E = -22*; F = -89*; G = nt; H = -29*
27	C=CC[PH+](c1ccccc1)c1ccccc1.C=CC[PH+](c1ccccc1)c1ccccc1.[Pt+2].[S-]c1nc2ccccc2[nH]1.[S-]c1nc2ccccc2[nH]1
  A = -5.0*; B = 8.3*; C = 42; D = -23*; E = -4.4*; F = -0.1*; G = 35; H = -12*
28	CC(=O)C(c1c(O)c2ccccc2oc1=O)c1cc(=O)oc2c1ccc1ccccc12 (stereo not drawn)
  A = 87; B = 95; C = 101; D = 106; E = 96; F = 97; G = 80; H = 116
29	O=C(CCl)NC(O)C(Cl)(Cl)Cl (stereo not drawn)
  A = 109; B = 123; C = 108; D = 103; E = 108; F = 109; G = 93; H = 115
30	N#CCCN1CCN(c2ccccc2)CC1
  A = 93; B = 102; C = 92; D = 90; E = 105; F = 86; G = 81; H = 97
31	COc1ccc(C(=O)c2sc3nc4c(cc3c2N)N2CCC4CC2)cc1OC
  A = 93; B = 96; C = 82; D = 104; E = 91; F = 86; G = 53; H = 92
32	COc1cc2c(cc1OC)[C@@H]1N(CC2)C(=O)c2ccccc2[C@]1(C)C(=O)O
  A = 102; B = 114; C = 106; D = 110; E = 97; F = 127; G = 94; H = 100
33	CC(=O)[C@H]1CC[C@H]2[C@@H]3CC[C@@H]4C[C@H](O)CC[C@]4(C)[C@H]3C(=O)C[C@]12C
  A = 97; B = 102; C = 113; D = 107; E = 98; F = 109; G = 74; H = 107
34	N#CCCCCCBr
  A = 107; B = 111; C = 95; D = 119; E = 104; F = 98; G = 94; H = 111
35	C[C@@]1(CO)[C@H](O)CC[C@@]2(C)[C@H]1CCC1C[C@@H]3C[C@@]12CC[C@]3(O)CO (stereo partly drawn)
  A = 65; B = 64; C = 20; D = 70; E = 61; F = 71; G = 73; H = 81

Copied from the list:
entry 29 – SK-OV-3 = 123
entry 33 – SK-OV-3 = 102
entry 32 – ACHN = 106
